Screens: PubChem BioAssay, National Center for Advancing Translational Sciences (NCATS)
MmCpn inh: M. maripaludis TRiC chaperonin inhibition. AID 504842. 330,000 tested, 0.031% active. Potency, µM (top dose mostly 76.9 µM), inactives show at the highest dose activity, negative = inhibition, hits mostly inhibitors. purified Mm-Cpn ATPase, ADP Transcreener TR-FRET; also: potency is read from the fitted curve at half-maximal effect; % is scaled to controls: 0 for no effect and ±100 for the full control effect; nearly all actives have a fitted effect of over 80% in size
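Quantitative HTS used 25 nM Mm-CPN and 10 uM ATP in magnesium/KCl Tris buffer, pH 7.4, with 1 mM DTT. Hydrolysis ran 30 min at 37°C; ADP was read by HTRF.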
CCT chaperon mod: cytosolic chaperonin activity modulation; purified chaperonin ATPase assay, HTRF ADP detection, 30 min; AID 651819; activity change, % (no concentration beside the values), hits read low; 360,000 tested, 0.3% active; in the data active = activity change below about -30%; also: % is scaled to controls: 0 for no effect and ±100 for the full control effect
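Nucleotide hydrolysis assay: TRiC at 20–40 nM final (set by batch activity) with 10 uM ATP, 30 min at 37 °C, in presence of 76 uM compound. Detection by competitive ADP HTRF, 30 min ambient.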
EPAC1 antagonist: EPAC1 (human) antagonism; O95398; EPAC1 GEF assay, Rap1b-BODIPY-GDP exchange fluorescence; Potency, µM (series often up to 115 µM), for the others: top-dose activity change, negative = inhibition, actives largely listed as inhibitors; 360,000 tested, 0.14% active; AID 720709;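 also: potency is read from the fitted curve at half-maximal effect; plate controls were vehicle for no effect and positive control for full effect; nearly all actives have a fitted effect of over 50% in size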
Target sequence (O95398 whole entry, looked up): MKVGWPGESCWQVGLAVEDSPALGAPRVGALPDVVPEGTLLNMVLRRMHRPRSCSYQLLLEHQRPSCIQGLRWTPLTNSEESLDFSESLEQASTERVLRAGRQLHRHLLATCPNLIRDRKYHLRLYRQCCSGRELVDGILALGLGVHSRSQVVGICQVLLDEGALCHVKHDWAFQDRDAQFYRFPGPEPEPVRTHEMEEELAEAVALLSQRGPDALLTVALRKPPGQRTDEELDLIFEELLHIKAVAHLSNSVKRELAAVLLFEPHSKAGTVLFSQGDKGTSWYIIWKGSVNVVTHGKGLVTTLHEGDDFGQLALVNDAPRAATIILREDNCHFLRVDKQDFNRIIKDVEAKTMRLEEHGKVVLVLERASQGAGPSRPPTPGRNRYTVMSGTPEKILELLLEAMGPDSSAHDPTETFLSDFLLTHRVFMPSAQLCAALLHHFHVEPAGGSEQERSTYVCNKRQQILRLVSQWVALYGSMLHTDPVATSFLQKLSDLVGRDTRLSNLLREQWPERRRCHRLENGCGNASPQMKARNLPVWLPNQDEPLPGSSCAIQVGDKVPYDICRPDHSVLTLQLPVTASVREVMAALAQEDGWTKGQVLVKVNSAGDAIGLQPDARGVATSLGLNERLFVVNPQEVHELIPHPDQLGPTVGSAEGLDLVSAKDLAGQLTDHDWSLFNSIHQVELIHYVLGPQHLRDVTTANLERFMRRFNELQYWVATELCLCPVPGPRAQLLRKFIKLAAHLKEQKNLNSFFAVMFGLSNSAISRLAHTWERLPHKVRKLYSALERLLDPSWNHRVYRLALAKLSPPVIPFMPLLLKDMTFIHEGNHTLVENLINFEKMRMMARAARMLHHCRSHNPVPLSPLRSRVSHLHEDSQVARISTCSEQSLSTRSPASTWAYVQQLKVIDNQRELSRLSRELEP
PLK1 PBD inh: PLK1 (human) polo-box domain binding inhibition | Plk1 PBD binding of FITC phosphopeptide, fluorescence polarization | Potency, µM, for inactives: max response, negative = inhibition, most hits filed as inhibitors | 360,000 tested, 2.8% active; also: potency is read from the fitted curve at half-maximal effect; series mostly up to about 57 µM; % is scaled to controls: 0 for no effect and ±100 for the full control effect; nearly all actives have a fitted effect of over 65% in size
EPAC2 antag: blocks human EPAC2 exchange factor | EPAC2 GEF exchange of Rap1B-BODIPY-GDP, fluorescence | Potency, µM (titrated, usually from 114 µM), inactives show at the top dose activity, negative = inhibition, usual class: inhibitors | 360,000 tested, 0.18% active | AID 720708; also: potency is read from the fitted curve at half-maximal effect; % is scaled to controls: 0 for no effect and ±100 for the full control effect; nearly all actives have a fitted effect of over 45% in size; many of its hits are not listed in these tables
EPAC1 ag: EPAC1 (human) agonism; AID 720707; EPAC1 agonist qHTS, biochemical assay; response scale: 100% = response to 6.5 mM cAMP; Potency, µM (top dose mostly 154 µM), for inactives: at the top dose activation, hits mostly activators; O95398; 360,000 tested, 0.073% active; also: potency is read from the fitted curve at half-maximal effect; nearly all actives have a fitted effect of over 60% in size
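Multi-concentration qHTS readout: loss of Rap1B-bound BODIPY-GDP fluorescence driven by 100 nM EPAC1 with excess GDP (50 uM), monitored kinetically at room temperature; agonist response expressed relative to 6.5 mM cAMP.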
PI5P4Ka inh: inhibitors of human PI5P4K alpha; PI5P4Kalpha enzyme, ADP-Glo luminescence, 60 min; active compounds read low; 330,000 tested, 1.2% active; max response, %; P48426; AID 652105; active = max response of -50% or lower; inconclusive = between -30% and -50%; inactive = -30% or higher; also: value at the top dose of about 77 µM; % is scaled to controls: 0 for no effect and ±100 for the full control effect
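Compounds were pin-transferred onto PI5P4Kalpha and substrate in HEPES pH 7.4 buffer with EGTA, CHAPS and 5% DMSO. ATP (5 microM final) started the reaction, which ran 60 minutes at room temperature before ADP-Glo detection.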
WRN helicase inh: blocks human WRN helicase. WRN helicase unwinding, fluorescent forked duplex, kinetic. Potency, µM (series often up to 114 µM), for the others: at the top dose activity change, negative = inhibition, most hits filed as inhibitors. 360,000 tested, 0.46% active; also: potency is read from the fitted curve at half-maximal effect; % is scaled to controls: 0 for no effect and ±100 for the full control effect; nearly all actives have a fitted effect of over 55% in size
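WRN at 20 nM final preincubated with compound 15 min at room temperature; reaction started with 100 nM fluorophore/quencher forked duplex oligonucleotide and 2 mM ATP final. Unwinding followed kinetically by red fluorescence (ex 525, em 598 nm).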
Starred values were filed as active, the others as inactive; ? = inconclusive; · = no result given; [ ] = remark or other dose. Unless noted, calls follow the shape of the dose curve; as a rule, active = well fitted curve in the direction sought with a large enough effect; inconclusive = small, poorly fitted or top-dose-only effect, or another doubt; inactive = no such curve, though single readings can be large; an effect the other way counts as inactive or inconclusive.

MmCpn inh	CCT chaperon mod	EPAC1 antagonist	PLK1 PBD inh	EPAC2 antag	EPAC1 ag	PI5P4Ka inh	WRN helicase inh	mol
-6%	-1.0	-14%	5%	-16%	-2%	3	-15%	Cc1c(/C=N\NC(=O)C2COc3ccc(C(C)(C)C)cc3O2)c2ccccc2n1C (stereo not drawn)
·	-1.4	24%	-6%	3%	-17%	4	-2%	C[C@@H]1CN([C@@H](C)CO)S(=O)(=O)c2ccc(C#CC(C)(C)O)cc2O[C@H]1CN(C)C(=O)C1CCCCC1
-6%	-2.2	-20%	-26%	-21%	-14%	0	-2%	CCN1C(=O)[C@H]2[C@@H](c3ccc(-c4cccc(Cl)c4)c(OC)c3)N[C@@](C)(C(=O)OC)[C@H]2C1=O
·	-1.4	9%	0%	4%	3%	2	5%	COc1cc(C2c3cc4c(cc3OC(N3CCCC3)C2C)OCO4)cc(OC)c1O (stereo not drawn)
-3%	-1.5	0%	-12%	-3%	-2%	1	6%	COCC(=O)OCn1nnc2ccccc2c1=O
?	-1.6	-5%	-12%	-1%	8%	·	9%	CNC(=S)NNC(=O)c1cccc(C(F)(F)F)c1
-1%	-0.9	-9%	-12%	3%	11%	-4	2%	O=C(CCNC(=O)c1ccc([N+](=O)[O-])cc1)Nc1cc(Cl)ccc1N1CCOCC1
-2%	0.4	-5%	-6%	12%	-2%	3	18%	COc1cc(C(=O)Oc2ccc3c(c2)OCC3=O)cc(OC)c1OC
2%	1.2	-12%	2.7µM*	-4%	1%	?	-3%	Oc1ccc(C(=S)N2CCN(Cc3ccccc3)CC2)cc1
1%	-0.6	-3%	1%	-17%	-10%	-1	0%	CC(C)CCN(C(=O)c1csnn1)C(C(=O)NC1CCCC1)c1ccccc1 (stereo not drawn)
-3%	-2.0	-3%	-12%	-5%	-21%	-12	0%	CC(C)c1ccc(C2c3[nH]c4ccccc4c3C[C@H]3C(=O)N(c4ccccc4C(=O)N4CCC(C(=O)O)CC4)C(=O)N23)cc1 (stereo partly drawn)
0%	2.2	14%	-4%	17%	-2%	0	-11%	COc1cc(NC(=S)NN2CCN(C)CC2)cc(OC)c1
-2%	1.0	-28%	-5%	-3%	3%	-10	-14%	COC(=O)c1sc(N)c(C(=O)OC)c1COC(=O)CNS(=O)(=O)c1ccc(C)cc1
1%	-3.1	0%	-5%	1%	-7%	·	-1%[57.1 µM]	CCOC(=O)C(C)Oc1ccc(C2NC(=O)NC(C)=C2C(C)=O)cc1Br (stereo not drawn)
·	-0.4	-2%	-7%	-6%	1%	3	5%	CC12CC(O)C3C(CCC4=CC(=O)CCC43C)C1CCC2=CCO (stereo not drawn)

The results go on.
MmCpn inh	CCT chaperon mod	EPAC1 antagonist	PLK1 PBD inh	EPAC2 antag	EPAC1 ag	PI5P4Ka inh	WRN helicase inh	mol
1%	-1.7	10%	-5%	-5%	10%	-13	-6%	CN(C)S(=O)(=O)c1ccc(Cl)c(C(=O)NC2CCCCCCC2)c1
1%	-1.0	6%	-2%	1%	4%	·	-2%	CC(C)C[C@H](NC(=O)NCc1ccccc1Cl)C(=O)O
0%	-0.2	-12%	3µM*	8%	12%	?	56µM*	Cc1nc2c(=O)[nH]c(=S)n(C)c2nc1C
0%	-1.6	-1%	-1%	2%	3%	5	8%	CCCNC(=O)C1CC(c2ccc(C(F)(F)F)cc2)=NO1 (stereo not drawn)
0%	-0.3	11%	-2%	9%	-3%	·	-10%	COc1ccc(NC(=O)Nc2ccc3nsnc3c2)cc1
-3%	-2.8	-6%	-1%	10%	7%	1	1%	CCC(c1nnnn1C1CCCCC1)N1CCN(C2CCCC2)CC1 (stereo not drawn)
-1%	-0.2	-9%	-1%	-14%	2%	6	-8%	O=C(NCc1ccccc1)c1cccc(COc2cccc(Cl)c2)c1
-3%	-2.8	-10%	-3%	-21%	-4%	1	1%	COC(=O)c1cc(-c2cccs2)nn1-c1ccccc1
3%	0.8	15%	-4%	-8%	-9%	1	2%	Cc1ccc(NC(=O)CCC(=O)NNC(=S)Nc2ccc(F)cc2F)cc1C
·	-0.9	-5%	-15%	-3%	-1%	1	1%	CC1(C)CC(=O)C=C(c2ccc(-c3ccccc3)cc2)C1=O
0%	-2.5	10%	2%	4%	-6%	4	10%	CCOc1ccc(OCCNCc2ccc(OC(C)C(=O)N(C)C)c(OCC)c2)cc1 (stereo not drawn)
1%	0.4	11%	-1%	13%	0%	8	-15%	COc1cc(C)c(CN2CCC(n3nccc3NC(=O)C3CC3)CC2)cc1C
-1%	-0.8	4%	34%[activator]	4%	4%	-2	5%	COc1cc(/C=C(/C#N)C(=O)NC(C)c2ccccc2)cc(OC)c1O (stereo not drawn)
3%	0.1	-2%	-9%	3%	5%	-5	7%	CC(=O)C1=C(C)Nc2ncnn2C1c1ccccc1F (stereo not drawn)
1%	-2.1	-2%	-5%	-1%	-8%	8	-8%	CC(C)C(=O)n1nc(-c2cccnc2)nc1NCc1ccc(F)cc1

Further records:
MmCpn inh	CCT chaperon mod	EPAC1 antagonist	PLK1 PBD inh	EPAC2 antag	EPAC1 ag	PI5P4Ka inh	WRN helicase inh	mol
-2%	1.5	-20%	-6%	-4%	0%	-1	-3%	N/C(Cn1cncn1)=N\NC(=O)C(=O)Nc1ccc(Cl)cc1Cl
·	-5.7	-8%	-9%	1%	1%	1	3%	CCOCC(=O)NC1CCc2cc(OC)c(OC)c(OC)c2-c2ccc(SC)c(=O)cc21 (stereo not drawn)
·	-0.3	-9%	-7%	-2%	1%	9	0%	CCN(CC)C(=O)C1=C(C)N(CCC2=CCCCC2)C(=O)C(CC(=O)NCCCCc2ccccc2)C1 (stereo not drawn)
·	-0.9	-25%	-10%	5%	4%	2	-3%	C[C@@H]1CN([C@@H](C)CO)C(=O)CCCn2nncc2CO[C@H]1CN(C)S(=O)(=O)c1ccccc1C#N
0%	1.7	-10%	-4%	-1%	1%	-5	0%	COC(=O)c1ccc(OC(=O)c2ccco2)cc1
·	-1.5	-14%	?	1%	4%	-2	-36%	COc1cc(C(=O)N2CCN(CCCc3ccccc3)CC2)cc(OC)c1OC
·	-0.1	2%	4%	1%	-7%	-2	3%	CCCNC(=O)C1(C)CCCN(Cc2ccccc2-c2ccccc2)C1 (stereo not drawn)
-2%	-0.4	3%	0%	-7%	8%	-1	-5%	Cn1c(SCc2ccc(Cl)cc2)nnc1C1CC1
1%	1.4	-19%	-13%	?	-3%	2	9%	O=C(C(Sc1ccccc1)c1ccc(Br)cc1)N1CCOCC1 (stereo not drawn)
-1%	-0.9	14%	-5%	-6%	-9%	-4	10%	CCc1nnc(NC(=O)C2Cc3ccccc3C(=O)O2)s1 (stereo not drawn)
·	-2.8	-1%	1%	6%	0%	·	0%	CN1CC2([N+](=O)[O-])CC=C(Oc3ccccc3)C([N+](=O)[O-])(C1)C2 (stereo not drawn)
0%	-0.7	-39%	-8%	-26%	11%	-6	-31%	O=S(=O)(c1ccccc1)c1nc(-c2ccco2)oc1N1CCCCC1
0%	-5.2	0%	4%	-4%	5%	0	-5%	CCOC(=O)C1CCN(C(C(=O)Nc2ccc3c(c2)OCCO3)c2ccccc2)CC1 (stereo not drawn)
1%	0.7	-12%	0%	-12%	4%	·	-7%	CNc1nc(Sc2ccc(C)cc2)cc(C(F)(F)F)n1
-8%	5.5	0%	-1%	3%	-1%	3	-11%	Cc1nn(-c2ccccc2)c2sc(C(=O)n3cccn3)cc12

Additional structures follow.
MmCpn inh	CCT chaperon mod	EPAC1 antagonist	PLK1 PBD inh	EPAC2 antag	EPAC1 ag	PI5P4Ka inh	WRN helicase inh	mol
-1%	2.6	7%	-6%	-2%	6%	0	5%	N#Cc1ccc(OCC(=O)NCC(c2cccs2)N2CCOCC2)cc1 (stereo not drawn)
-1%	-1.5	-4%	-10%	2%	9%	-5	4%	CC(C)[C@H](NC(=O)c1ccccc1F)C(=O)Nc1ccc2c(c1)OCO2
0%	-0.2	-9%	-10%	-6%	5%	0	-5%	Cc1c(C(=O)N(C)Cc2ccccc2)oc2ccc(S(=O)(=O)N3CCCC3)cc12
0%	2.2	2%	1%	18%	-4%	0	-15%	CCC(=O)NC1(C(F)(F)F)C(=O)Nc2c1c(=O)[nH]c(=O)n2Cc1ccco1 (stereo not drawn)

Filtered by structure: the entries above containing a Cl atom
MmCpn inh	CCT chaperon mod	EPAC1 antagonist	PLK1 PBD inh	EPAC2 antag	EPAC1 ag	PI5P4Ka inh	WRN helicase inh	mol
-6%	-2.2	-20%	-26%	-21%	-14%	0	-2%	CCN1C(=O)[C@H]2[C@@H](c3ccc(-c4cccc(Cl)c4)c(OC)c3)N[C@@](C)(C(=O)OC)[C@H]2C1=O
-1%	-0.9	-9%	-12%	3%	11%	-4	2%	O=C(CCNC(=O)c1ccc([N+](=O)[O-])cc1)Nc1cc(Cl)ccc1N1CCOCC1
1%	-1.7	10%	-5%	-5%	10%	-13	-6%	CN(C)S(=O)(=O)c1ccc(Cl)c(C(=O)NC2CCCCCCC2)c1
1%	-1.0	6%	-2%	1%	4%	·	-2%	CC(C)C[C@H](NC(=O)NCc1ccccc1Cl)C(=O)O
-1%	-0.2	-9%	-1%	-14%	2%	6	-8%	O=C(NCc1ccccc1)c1cccc(COc2cccc(Cl)c2)c1
-2%	1.5	-20%	-6%	-4%	0%	-1	-3%	N/C(Cn1cncn1)=N\NC(=O)C(=O)Nc1ccc(Cl)cc1Cl
-2%	-0.4	3%	0%	-7%	8%	-1	-5%	Cn1c(SCc2ccc(Cl)cc2)nnc1C1CC1

The list is partial; count on the stated rates, not on these rows.
